NPY-Y1 antag – NPY-Y1 receptor antagonists, primary screen, cell-based; Neuropeptide Y receptor type 1 (Homo sapiens), P25929; HEK293-CNG Y1 cells, membrane potential fluorescence; NPY at EC95, then isoproterenol; inhibition, % at 3.6 µM; hit rate 1% among 200,000;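 active means inhibition above the campaign mean inhibition of all tested compounds plus 3 SD, cut at about 20% in these data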;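 further: 0% = DMSO wells given NPY plus isoproterenol and 100% = isoproterenol alone without NPY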
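System: HEK293 cells with Y1 receptor plus CNG channel / Probe or stimulus: NPY 25 nM then isoproterenol 1 µM plus Ro 20-1724 25 µM / Compound: one concentration, 3.6 µM, in 0.4% DMSO / Schedule: compound incubation 1 h at room temperature, readout 45 min post-stimulation / Measured by: membrane potential fluorescence / Read-out: % inhibition of NPY effect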
Mdm2 ligase inh – MDM2-luciferase reporter signal enhancers, primary screen, MDM2 E3 ligase inhibitor project, cell-based, luminescence, 1536-well; signal enhancement, % at 5 µM; AID 1230, 2008; hit rate 0.11% among 210,000; cell-based MDM2 ubiquitination luciferase reporter, 2 h; 0 = plate control, 100 = twice control, blank-subtracted;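 active means signal enhancement of 30% or more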;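 further: luminescence tracks abundance of the self-degrading MDM2-luciferase fusion protein; higher signal means inhibition of MDM2 E3 ligase activity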
Target sequence (Q00987 whole entry, looked up, the tested form may be a part): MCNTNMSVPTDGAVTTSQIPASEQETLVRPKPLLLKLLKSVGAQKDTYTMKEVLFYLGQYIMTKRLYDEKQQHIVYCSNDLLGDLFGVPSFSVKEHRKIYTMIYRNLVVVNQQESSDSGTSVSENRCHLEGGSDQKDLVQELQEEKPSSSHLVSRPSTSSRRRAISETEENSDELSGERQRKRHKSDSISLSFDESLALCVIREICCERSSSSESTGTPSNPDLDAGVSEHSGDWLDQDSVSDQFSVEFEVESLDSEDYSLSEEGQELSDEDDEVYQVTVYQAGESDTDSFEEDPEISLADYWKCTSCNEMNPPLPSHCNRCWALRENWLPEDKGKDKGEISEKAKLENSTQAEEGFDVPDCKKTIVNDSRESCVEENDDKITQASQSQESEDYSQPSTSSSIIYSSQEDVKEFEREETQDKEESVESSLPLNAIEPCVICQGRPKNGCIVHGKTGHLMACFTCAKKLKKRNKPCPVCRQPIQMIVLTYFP
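Assay system: stable mammalian line carrying autodegrading MDM2–luciferase fusion reporter; Input: 2000 cells in each well; Compound dosing: single-point 5 µM; Schedule: 2 h compound exposure at 37 °C; Signal: SteadyLite luciferase luminescence after 15 min room-temperature reagent incubation; Evaluation: % luminescence enhancement versus blank-corrected plate control mean; Benchmarks: plate controls and plate blanks.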
NPY1 pot ag – NPY-Y1 receptor potentiators or agonists, primary screen, cell-based | Neuropeptide Y receptor type 1 (Homo sapiens), P25929 | NPY-Y1 expressing cells, potentiator/agonist activation | activation, % at 3.6 µM | hit rate 0.37% among 220,000 | AID 1304, 2008; in the data active means activation above about 33%, passing the limit was not always enough;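 further: cells stimulated with NPY at EC10 then isoproterenol at EC100; 0% = low agonist plus stimulus and 100% = saturating agonist plus stimulus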
Hck Nef HTS – inhibitors of Nef-activated human Hck kinase, primary screen, biochemical, Z-Lyte FRET, 384-well, Hck-YEEI; Tyrosine-protein kinase HCK (Homo sapiens), P08631; Recombinant Hck-YEEI plus Nef, Z-Lyte FRET kinase assay; inhibition, % at 20 µM; hit rate 0.68% among 220,000;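 active means Hck-Nef kinase inhibition above about 50%, limit read from the data; inactive means inhibition below that limit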;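 further: 0% = DMSO with Hck plus Nef and 100% = Hck alone without Nef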
Target sequence (P08631 whole entry, looked up): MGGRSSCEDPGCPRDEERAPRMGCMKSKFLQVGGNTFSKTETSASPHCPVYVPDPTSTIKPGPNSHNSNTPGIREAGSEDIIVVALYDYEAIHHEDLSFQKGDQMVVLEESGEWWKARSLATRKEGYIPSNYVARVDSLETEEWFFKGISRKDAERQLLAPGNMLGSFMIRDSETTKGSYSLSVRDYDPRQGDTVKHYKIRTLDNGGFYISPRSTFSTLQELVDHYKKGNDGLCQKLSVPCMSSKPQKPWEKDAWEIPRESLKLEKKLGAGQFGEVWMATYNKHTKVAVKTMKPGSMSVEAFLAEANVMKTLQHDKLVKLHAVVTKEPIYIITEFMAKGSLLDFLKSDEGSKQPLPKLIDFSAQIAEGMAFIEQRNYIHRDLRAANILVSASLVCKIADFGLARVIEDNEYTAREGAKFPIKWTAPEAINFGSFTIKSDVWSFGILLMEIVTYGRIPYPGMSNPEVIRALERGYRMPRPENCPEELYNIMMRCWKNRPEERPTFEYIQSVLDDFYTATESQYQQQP
Runt-CBFb FRET – inhibitors of RUNX1 Runt–CBFb binding, primary screen, biochemical, FRET, Cerulean-Runt, Venus-CBFb, uHTS | Runt-related transcription factor 1 (Homo sapiens) + Core-binding factor subunit beta … | AID 1496, 2009 | Cerulean-Runt/Venus-CBFb FRET ratio 530/480, 1 h | inhibition, % at 20 µM | hit rate 0.46% among 220,000;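 active means inhibition over about 50% at 20 µM in the single-dose screen, limit read from the data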;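 further: 0% = DMSO wells and 100% = excess unlabeled CBFb competitor control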
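System: Cerulean-labeled Runt domain protein | Quantity: 100 nM of each labeled protein | Schedule: 1 h compound exposure, room temperature | Detection: Fluorescence energy transfer, 422 nm excitation, 530/480 nm emission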
RBBP9 inh – human RBBP9 inhibitors, primary screen, biochemical, fluorescence polarization, FP-Rh probe, HTS | AID 1515, 2009 | Serine hydrolase RBBP9 (Homo sapiens), O75884 | recombinant RBBP9 | hit rate 0.2% among 220,000 | inhibition, % at 7.94 µM;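 active means inhibition above the campaign mean of all tested compounds plus 3 SD, cut at about 14% in these data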;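 further: plate controls were DMSO wells with RBBP9 for no effect and wells lacking RBBP9 protein for full effect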
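system = RBBP9 protein | input = RBBP9 at 2.5 µM in dispensed solution, before mixing | measured by = fluorescence polarization (mP), excitation 525 nm, emission 598 nm | incubation = enzyme-compound preincubation 30 min, then probe labeling 45 min, 25 °C | buffer or medium = Tris-NaCl-Pluronic buffer, pH 8.0 | compound = single dose 7.94 µM | also added = FP-Rh probe, 375 nM dispensing solution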
p97 inhibitor – inhibitors of human p97 ATPase, primary screen, biochemical; Transitional endoplasmic reticulum ATPase (Homo sapiens), P55072; recombinant p97 ATPase, Kinase-Glo ATP luminescence, 3 h; inhibition, % at 8 µM; hit rate 0.42% among 220,000; in the data active means inhibition above about 15%;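 further: 0% = DMSO vehicle and 100% = wells lacking enzyme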
NPY-Y2 PAM-ag – NPY-Y2 potentiators or agonists, primary screen, cell-based; hit rate 0.45% among 220,000; cells expressing NPY-Y2, potentiator/agonist read-out; AID 1359, 2008; activation, % at 3.6 µM; Neuropeptide Y receptor type 2 (Homo sapiens), P49146; in the data active means activation above about 27%;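 further: cells stimulated with NPY near EC25 plus isoproterenol at EC100; 0% = vehicle plus submaximal agonist and 100% = vehicle plus saturating agonist; some results beyond the cut were filed as inactive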
Runt-SMMHC FRET – inhibitors of RUNX1 Runt–CBFb-SMMHC binding, primary screen, biochemical, FRET, Cerulean-Runt, Venus-CBFb-SMMHC, uHTS. Cerulean-Runt/Venus-CBFb-SMMHC FRET ratio 530/480, 1 h. hit rate 0.74% among 220,000. AID 1434, 2008. inhibition, % at 20 µM;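 active means mean inhibition across duplicate retests at 20 µM reaching about 50%, limit read from the data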;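 further: 0% = DMSO wells and 100% = wells with excess untagged CBFb-SMMHC; inhibitors lower the FRET ratio by blocking Runt binding to CBFb-SMMHC; some results filed as inactive read as strong as hits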
* = called active by the depositor; nt = no result given.

SMILES	NPY-Y1 antag	Mdm2 ligase inh	NPY1 pot ag	Hck Nef HTS	Runt-CBFb FRET	RBBP9 inh	p97 inhibitor	NPY-Y2 PAM-ag	Runt-SMMHC FRET
Cc1ccc(/C=N/NC(=O)c2cccc(S(=O)(=O)Nc3cccc(Cl)c3)c2)o1	1	-7	3	23	0	-11	-4	3	4
CC1=CC(C)C(C(=O)O)C(C(=O)O)C1 (configuration not stated)	-4	-31	-12	1	0	-10	10	5	0
CCn1nc(C(=O)OCC(=O)c2ccc3c(c2)OCCO3)c2ccccc2c1=O	-2	2	12	-1	-2	1	1	4	0
O=C(NCc1ccco1)c1nc2ccccc2s1	2	-7	-1	0	0	5	6	-5	-1
COC(=O)c1ccc(C(=O)OC)c(NC(=S)N2CCN(c3ccc(F)cc3)CC2)c1	5	19	-11	4	8	-5	-1	-10	12
O=S(=O)(/C(=C/c1ccc(C(F)(F)F)cc1)c1nc2ccccc2[nH]1)c1ccccc1	3	10	20	10	12	-2	8	10	5
O=C(OCc1ccccc1Cl)c1ccc(-n2cnnc2)cc1	-2	-4	-29	-1	0	6	0	-5	-7
CCOC(=O)c1ccc(NC(=O)C2(c3ccc(Cl)cc3)CCCC2)cc1	1	-20	-36	1	-2	3	1	-27	3
CNc1ccc(C(=O)c2ccccc2C(=O)O)cc1[N+](=O)[O-]	2	-7	7	14	0	-2	10	12	-1
CC(C)(C)NC(=O)COC(=O)c1nsc(Cl)c1Cl	5	7	-12	8	-2	-9	5	-18	2
CC1CC(=O)Nc2ccccc2S1(=O)=O (configuration not stated)	-3	-4	9	-2	2	5	6	3	-2
COC(=O)c1ccccc1NC(=O)NC1CCC(C)CC1 (configuration not stated)	-4	-16	20	5	-1	0	2	2	2
CSCC[C@H](NC(=O)C1CCCC1)c1nc2ccccc2[nH]1	0	-4	6	19	-2	3	3	-1	-1
Cn1c(-c2ccc(Br)cc2)cnc1NCc1cccnc1	3	nt	-15	-2	-4	5	3	-15	-5
O=C(O)CNS(=O)(=O)c1ccc(Br)s1	-3	-12	12	-3	2	3	1	2	-8
CCCCS(=O)(=O)NC1=NCN(Cc2ccco2)CN1	-3	-9	-22	2	-2	0	1	-8	-2
Cc1nn(C)c(C)c1CN(C)C(=O)c1nn2c(c1Br)NC(c1cccs1)CC2C(F)(F)F (configuration not stated)	-5	-4	-8	2	-4	-6	-3	0	1
CCN(C(=O)Cc1cccs1)c1nnc(-c2cccnc2)s1	-1	-20	14	3	2	-3	2	12	-4
C=CCn1c(SCC#N)nnc1-c1ccc2ncccc2c1	nt	-18	26	17	0	0	5	-5	2
Cc1ccccc1C(=O)NC1CCN(Cc2nnnn2C2CCCC2)CC1	9	nt	-21	0	-2	-1	-5	-20	-1
CCOC(=O)CNC(=O)C(Cc1ccccc1)NS(=O)(=O)c1cccs1 (configuration not stated)	-9	-11	45	1	0	9	-2	-8	-5
COc1cccc(OCC(O)CN2CCN(c3ccccn3)CC2)c1 (configuration not stated)	0	-82	0	-1	-2	-9	-4	11	-3
CCCCNC(=S)Nc1ccc2nc3n(c(=O)c2c1)CCCCC3	-4	-7	-13	8	5	-14	1	15	-2
Cn1c(CO)cnc1S(=O)(=O)Cc1ccc([N+](=O)[O-])cc1	-1	-16	-5	-1	1	-1	1	-5	-1
Cc1cccc(NC(=O)C(C)OC(=O)c2ccccc2NS(=O)(=O)c2cc(C)c(C)c([N+](=O)[O-])c2)c1 (configuration not stated)	2	-12	6	0	4	4	7	-15	4
CS(=O)(=O)N(CCc1ccccc1)CC(=O)NCc1ccccn1	0	-1	-15	1	0	2	3	2	-1
Cc1cc(C)cc(NC(=O)CSc2nnc(-c3ccccc3)n2N)c1	4	-8	-11	1	-2	-9	-4	7	-8
Cc1ccc(N2C(=O)C3C(C2=O)C(C(=O)c2ccc(Cl)cc2)N2CCCC32)cc1 (configuration not stated)	3	-10	-15	-3	-2	-7	9	8	-26
O=C(O)CC(NCc1ccco1)C(=O)OCCc1ccccc1 (configuration not stated)	8	-8	-4	1	6	-7	4	-3	3
CC(C)Sc1nc2ccccc2n1CC(=O)O	5	1	13	17	0	-6	6	4	0
Cc1c(Br)c(C(N)=O)nn1C	3	-6	6	11	1	5	1	-6	-3
O=C1N(Cc2cccnc2)C[C@@H]2C[C@@H](c3ccc4nonc4c3)N3CCC[C@@]123	3	-7	-3	21	-1	-5	0	-2	-2
Cc1nn(Cc2ccccc2Cl)c2sc(C(=O)OC3CCCC3=O)cc12 (configuration not stated)	-3	-7	-9	6	-5	-2	1	14	1
CC/C(=N/NC(=O)c1ccccc1)c1ccc(OCCN2CCOCC2)cc1	4	-11	-8	-2	-2	-4	-3	-2	5
O=C(NCc1ccco1)c1ccc(COc2cccc3ccccc23)cc1	3	-7	8	2	0	-10	3	-16	3
CCN1C=C(C(=O)OC)C(c2cccc(C)c2)C(C(=O)OC)=C1	3	-7	-1	66*	49	3	2	14	61*
CCOC(=O)C1=C(C)Nc2ccccc2N=C1NC(=O)CCCN1C(=O)c2ccccc2C1=O	-1	nt	1	-1	2	1	12	12	-3
CC(C)(C)C1CCC(OCC(O)CN2CCN(c3ccccn3)CC2)CC1 (configuration not stated)	16	-37	-37	22	-5	-4	0	-15	-1
CCCC(CCC)=NNC(=O)c1ccccc1F	3	-4	-3	7	-1	2	8	7	2
CC(=O)NC1C(=O)N=C(SCC(=O)Nc2c(C)cccc2C)NC1=O (configuration not stated)	2	-2	-17	2	2	3	2	2	-1
CC1(C)OC(=O)C(=Cc2ccc(-c3ccc(Cl)c(C(=O)O)c3)o2)C(=O)O1	-2	-3	-5	77*	12	-8	10	-5	7
O=C(Nc1ccc(F)cc1)C1CC(=O)n2c(nc3ccccc32)N1 (configuration not stated)	-3	-5	-2	-1	-3	-4	5	0	0
Cc1oc2nc(SCC(=O)NCCCO)nc(N)c2c1C	-5	-15	16	-3	-4	-1	-2	-9	2
CCOc1ccc(-c2nc(CSCC(=O)NCCN3CCOCC3)c(C)o2)cc1	-2	-20	10	-9	-1	-7	2	12	2
COc1cccc(C(C(=O)NC2CCCC2)N(Cc2ccco2)C(=O)c2ccco2)c1OC (configuration not stated)	10	-12	-3	4	-4	-3	3	6	4
O=C(Nc1nc(-c2ccc3ccccc3c2)cs1)c1ccc(N2C(=O)CCC2=O)cc1	1	nt	-25	-4	-1	-11	5	12	0
CCN(CC)c1ccc(C=Nc2cc(C)ccc2C)c(O)c1	-6	-10	-2	2	3	-10	4	3	4
COc1cc(/C=N/N2CCN(C3c4ccccc4-c4ccccc43)CC2)cc(OC)c1O	6	-2	-1	2	50	-4	0	16	56*
NC(=O)c1nn(-c2cccc(Cl)c2)c(=O)cc1O	-2	-13	6	2	3	11	1	-17	-1
CCn1cc(C(=O)N2CCN(c3cccc(C)c3C)CC2)c(=O)c2ccc(C)nc21	nt	nt	-21	19	2	-2	-5	-33	-2
O=C(N/N=C/c1ccc(OCCCF)cc1)c1ccc(C(F)(F)F)cc1	3	-1	1	24	2	2	1	10	2
N/C(CC1CC1(Cl)Cl)=N\OC(=O)c1ccccc1 (configuration not stated)	nt	-5	26	-3	1	0	6	0	1
CCC(C)(C)NC(=O)CN(CCc1cccc(C)c1)C(=O)c1csnn1	2	0	1	12	1	-6	4	13	0
CCCn1c2ccccc2c2nnc(SCC(=O)Nc3nnc(CC(=O)OCC)s3)nc21	13	-11	-57	1	-2	-3	1	-19	-1
CC(=O)Nc1ccc(S(=O)(=O)N/N=C/c2ccc(C)s2)cc1	4	-8	9	1	-2	-11	3	-4	0
COc1ccc(C2CC(O)(c3ccccc3)Oc3cc(OC)c(OC)c(OC)c32)cc1 (configuration not stated)	nt	-9	nt	10	2	nt	nt	nt	3
O=C(Nc1ccc(NC(=O)c2ccco2)nc1)c1ccco1	19	-61	12	7	-1	-5	-4	2	-3
Cc1cc(C)cc(OCC(=O)NCCc2nc3ccccc3[nH]2)c1	10	3	-18	21	0	-8	-3	1	-2
CCOC(=O)c1c(C)[nH]c(C(=O)CSc2nccc(C)n2)c1C	1	-15	0	-1	-2	-14	-3	-6	4
CCOC(=O)C(=O)/C(C#N)=C/Nc1ccccc1	6	13	1	-2	3	-1	4	-3	0

Continuation:
SMILES	NPY-Y1 antag	Mdm2 ligase inh	NPY1 pot ag	Hck Nef HTS	Runt-CBFb FRET	RBBP9 inh	p97 inhibitor	NPY-Y2 PAM-ag	Runt-SMMHC FRET
COc1ccc(NC(=O)c2cc([N+](=O)[O-])ccc2O)cc1	-4	nt	10	52*	-2	-6	-14	25	1
CCOC(=O)c1sc(=NC(=O)c2cccc(OC)c2)n(C)c1C	4	-17	11	7	0	1	2	-14	-4
CC1SCC(=O)N(CC(=O)NCCc2ccccc2)C1=O (configuration not stated)	8	-11	-6	21	0	-6	-1	4	0
O=C(Cn1c(CO)nc2ccccc21)NC1CCCCCC1	5	-1	1	13	-2	-12	-2	-4	2
Cc1cc(Cl)cc(C)c1OCCCCN1CCOCC1	13	-11	-27	-5	0	4	-6	-18	5
O=[N+]([O-])c1cccc(/C=C2\CCC(/C=N/Nc3ccc4ccccc4n3)=C2N2CCOCC2)c1	2	-4	6	9	3	6	4	8	1
Cc1cc(NC(=O)c2cc3ncc(Br)cn3n2)no1	1	-7	-13	9	2	-3	0	9	1
Clc1ccccc1CSc1ncn(-c2ccccc2)n1	9	-6	-19	1	-2	-3	-4	-7	2
